# Bioassay records as filed in PubChem BioAssay.
# Jurkat autofluor: compound autofluorescence on Jurkat cells, primary screen, artefact control for VLA-4 allosteric ligand project, cell-based, flow cytometry | stronger effect = higher value; 1 = vehicle-only cell background | fluorescence ratio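 (tested at 10 µM compound in the well)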 | 24,000 tested, 0.61% active | AID 576, 2007;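 active = fluorescence ratio above 2.44, which is 1 plus 3 SD of all ratios; inconclusive = signal too bright to measure linearly, ratio around 10 or more; inactive = fluorescence ratio below 2.44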;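 also: green fluorescence of cells measured with 488 nm excitation and 530 nm emission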
# VLA-4 allo ag: enhancers of LDV-FITC binding to VLA-4 integrin, primary screen, Jurkat cells, flow cytometry. activation, % at 10 µM (by protocol). 24,000 tested, under 10 active;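 active = fluorescent ligand binding to cells raised by more than 40% of the manganese-induced maximum; inconclusive = compound's own fluorescence above 85% of the ligand control signal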;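 also: 0% = ligand binding without compound and 100% = manganese-stimulated maximal binding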
# Target sequence (P13612 whole entry, looked up): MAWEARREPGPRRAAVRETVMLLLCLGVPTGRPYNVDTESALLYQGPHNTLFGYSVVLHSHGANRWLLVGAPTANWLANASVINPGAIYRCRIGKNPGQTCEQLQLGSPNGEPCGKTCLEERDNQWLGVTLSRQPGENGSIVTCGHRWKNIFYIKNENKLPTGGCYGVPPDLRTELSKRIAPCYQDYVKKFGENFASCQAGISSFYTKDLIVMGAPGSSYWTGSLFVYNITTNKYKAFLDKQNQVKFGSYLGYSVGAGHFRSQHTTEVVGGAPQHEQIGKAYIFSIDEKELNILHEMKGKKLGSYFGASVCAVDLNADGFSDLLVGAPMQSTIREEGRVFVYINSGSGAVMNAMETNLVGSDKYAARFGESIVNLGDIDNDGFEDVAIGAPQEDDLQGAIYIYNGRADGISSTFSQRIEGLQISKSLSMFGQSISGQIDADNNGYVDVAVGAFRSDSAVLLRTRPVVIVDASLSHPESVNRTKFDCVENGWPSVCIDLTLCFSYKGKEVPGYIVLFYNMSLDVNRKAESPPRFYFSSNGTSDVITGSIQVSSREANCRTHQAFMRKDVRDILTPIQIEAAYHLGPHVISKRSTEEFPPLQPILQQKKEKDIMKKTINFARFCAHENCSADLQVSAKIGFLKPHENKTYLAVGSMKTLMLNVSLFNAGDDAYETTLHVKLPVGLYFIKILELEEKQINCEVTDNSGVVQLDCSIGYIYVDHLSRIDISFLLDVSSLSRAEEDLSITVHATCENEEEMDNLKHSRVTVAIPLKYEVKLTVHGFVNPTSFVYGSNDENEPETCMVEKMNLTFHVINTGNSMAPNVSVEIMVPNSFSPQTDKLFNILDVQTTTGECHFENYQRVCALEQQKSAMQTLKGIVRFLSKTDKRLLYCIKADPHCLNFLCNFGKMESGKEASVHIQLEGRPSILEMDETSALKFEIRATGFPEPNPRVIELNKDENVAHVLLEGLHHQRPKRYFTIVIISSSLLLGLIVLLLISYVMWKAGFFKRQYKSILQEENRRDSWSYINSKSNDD
# LNCaP diff act: activators of LNCaP prostate cell differentiation, primary screen, flow cytometry side scatter. 4 d. 24,000 tested, 0.56% active. side scatter shift, % at 10 µM;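 active = side scatter shift above 30%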;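 also: androgen-responsive LNCaP prostate cancer cells in charcoal-stripped serum medium; percent of cells past a gate set so DMSO wells show 10% shift; higher shift means more granular cells and more differentiation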
# VLA-4 antagonist: inhibitors of LDV-FITC binding to Mn2+-activated VLA-4, primary screen, Jurkat cells; Integrin alpha-4 (Homo sapiens), P13612; AID 529, 2006; LDV-FITC binding with Mn2+, flow cytometry; 100% = Mn2+-driven binding gain fully reversed; 24,000 tested, 0.2% active; inhibition, % at 10 µM (by protocol);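 active = inhibition above 50%; inconclusive = compound itself fluorescent, judged against control cell fluorescence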;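 also: 0% = Mn2+ stimulated cells lacking compound and 100% = ligand binding without Mn2+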
# * hit, by the source's call; ? = inconclusive; / = not tested or not shown. Only part of the results is shown; rates above refer to the full screens.
no.	mol	Jurkat autofluor	VLA-4 allo ag
1	CCCN(CCC)CCNC(=O)Cn1cnc2sc(C)c(S(=O)(=O)N3CCOCC3)c2c1=O	1.04	-1.0
2	CCOC(=O)C1=C(CS(=O)(=O)c2ccc(F)c(C)c2)NC(=O)NC1c1ccc(O)c(O)c1 (centres undefined)	1.02	3.5
3	Cc1ccc(CN2C(=O)CCC2C(=O)NC2CCCC2)cc1 (centres undefined)	1.01	2.7
4	Nc1nc2c(ncn2COCCO)c(=O)[nH]1	1.07	0.0
5	CCCCc1ccc(NC(=O)N[C@H](C(=O)O)C(C)CC)cc1 (some centres undefined)	1.06	6.5
6	CCOc1nc(-c2ccccc2)ccc1-c1noc(-c2cccnc2)n1	1.18	1.0
7	Cn1c(SCC(=O)NCC2CCCO2)nc2c([nH]c3ccccc32)c1=O (centres undefined)	0.98	-1.0
8	CCOc1ccc(S(=O)(=O)n2c(C)nc3ccccc32)cc1	0.93	2.7
9	COc1cccc(C2=NOC(C(=O)NCC3CCCO3)C2)c1 (centres undefined)	1.1	-4.0
10	COc1ccc(C(=O)CCC(=O)N2CCN(c3ccc(N4CCOCC4)nn3)CC2)cc1	0.99	0.0

no.	LNCaP diff act	VLA-4 antagonist
1	4.0	12.0
2	8.0	3.0
3	9.0	-8.3
4	7.0	-15.0
5	2.0	-17.5
6	9.0	-21.5
7	3.0	23.0
8	10.0	-6.3
9	10.0	15.0
10	9.0	3.0

# Next section.
no.	mol	Jurkat autofluor	VLA-4 allo ag
11	CCOC(=O)C1CCCN(c2c(NCCCN(C)Cc3ccccc3)c(=O)c2=O)C1 (centres undefined)	1.05	-6.0
12	CCOC(=O)C1CCCN(c2c(NCCCN(CC)c3ccccc3)c(=O)c2=O)C1 (centres undefined)	1.11	-7.0
13	O=C(NCCCN1CCOCC1)c1cc(-c2ccc(Cl)cc2)on1	1.03	2.3
14	Cc1cc(C)c2c(n1)SCC(=O)N2CC(=O)NCCC1=CCCCC1	1	-1.0
15	Nn1cnnc1SCC(=O)Nc1ccc2c(c1)OCCO2	0.97	-4.5
16	O=C(COC(=O)c1cccc(S(=O)(=O)N2CCc3ccccc32)c1)NC1CCS(=O)(=O)C1 (centres undefined)	1	0.0
17	CCOC(=O)N1CCC(NC(=O)C2CCN(C(=O)N3CCOc4ccccc43)CC2)CC1	1.04	0.0
18	Cc1cc(NC(=O)c2noc3c2CCCC3)nn1Cc1ccc(Cl)cc1	1.06	-4.0
19	Clc1ccc2[nH]c3c(NCCN4CCOCC4)ncnc3c2c1	1.15	-4.0
20	Cc1ccc(CN2C(=O)CCC2C(=O)NCCCN2CCC(C)CC2)cc1 (centres undefined)	0.96	0.7

no.	LNCaP diff act	VLA-4 antagonist
11	9.0	-14.0
12	7.0	-21.0
13	8.0	2.0
14	7.0	12.0
15	2.0	13.0
16	8.0	-7.7
17	5.0	3.0
18	4.0	13.0
19	/	20.0
20	12.0	-9.7

# (next part)
no.	mol	Jurkat autofluor	VLA-4 allo ag
21	CCOC(=O)CSc1nnc(CNC(=O)Cc2ccccc2)n1-c1ccccc1OC	0.96	-3.0
22	COCC(=O)NCCc1nc(-c2ccccc2)cs1	1.13	2.0
23	CC1(C)CC(=O)C2=C(C1)N(CCN1CCOCC1)C1=C(C(=O)CC(C)(C)C1)C2c1cccc(Cl)c1	1.05	?
24	O=c1[nH]c(CN2CCN(Cc3ccccc3)CC2)nc2sc3c(c12)CCC3	1.31	-4.0
25	CCCCNC(=O)c1cnc2n(c1=O)CCS2	1.06	2.0
26	Cc1ccc(S(=O)(=O)N(CC(=O)N2CCC(C(N)=O)CC2)c2cccc(C(F)(F)F)c2)cc1	0.9	-2.5
27	COc1ccc(C(=O)N(Cc2ccco2)C(C(=O)NC2CCCC2)c2ccc(O)cc2)cc1OC (centres undefined)	1.08	-0.5
28	O=C(NCc1cccnc1)C1c2ccccc2C(=O)N1C1CCCCCCC1 (centres undefined)	1.02	-20.0
29	Cc1nn(Cc2ccc(Cl)cc2)c(C)c1NC(=O)C1CC=CCC1C(=O)O (centres undefined)	1.01	5.0
30	CCCn1c(OC)nc2c1c(=O)n(C)c(=O)n2C	0.89	0.0

no.	LNCaP diff act	VLA-4 antagonist
21	15.0	-3.0
22	16.0	1.0
23	2.0	?
24	9.0	-3.0
25	13.0	-9.0
26	6.0	4.0
27	13.0	6.0
28	7.0	20.0
29	4.0	-12.0
30	8.0	-4.0

# (more compounds)
no.	mol	Jurkat autofluor	VLA-4 allo ag
31	COC(=O)c1ccc(NC(=O)CN2CCN(S(=O)(=O)c3cc(Cl)ccc3OC)CC2)cc1	0.98	-6.0
32	Cc1ccc(-c2nc(CSCC(=O)NCCN3CCN(Cc4ccccc4)CC3)c(C)o2)cc1	1.12	-3.0
33	COC(=O)c1ccc(S(=O)(=O)NCc2cccc(OC)c2)n1C	0.98	2.0
34	CCOc1ccc2[nH]c(=O)c(CN(CCOC)C(=O)N3CCOCC3)cc2c1	1.07	6.0
35	COC(=O)C(F)(F)Sc1c(C)[nH]c2ccccc12	1.27	-4.3
36	CC1CCCCC1NC(=O)c1cc2c(s1)CS(=O)(=O)C2 (centres undefined)	1.04	-12.0
37	COc1oc(-c2ccccc2)nc1C(F)(F)F	1.03	-2.0
38	CC(NC(=O)Cc1cccs1)C(c1cccs1)N1CCOCC1 (centres undefined)	1.14	-6.0
39	Cc1cccc(-c2nc(CN3CCCC(C(=O)NC4CCCC4)C3)c(C)o2)c1 (centres undefined)	1.06	-3.0
40	Cc1cc2ccccc2c(=O)n1CC(=O)NCC(=O)N1CCN(c2ccccc2F)CC1	0.95	4.0

no.	LNCaP diff act	VLA-4 antagonist
31	1.0	17.0
32	11.0	-3.0
33	10.0	-4.0
34	3.0	-20.0
35	6.0	-5.7
36	11.0	-14.0
37	9.0	-36.5
38	4.0	14.0
39	11.0	-2.0
40	9.0	-4.0

# Entries of single compounds, quoted from the list:
# Entry for COc1ccc(C(=O)CCC(=O)N2CCN(c3ccc(N4CCOCC4)nn3)CC2)cc1 → Jurkat autofluor = 0.99; VLA-4 allo ag = 0.0; LNCaP diff act = 9.0; VLA-4 antagonist = 3.0
# Entry for CCOC(=O)C1=C(CS(=O)(=O)c2ccc(F)c(C)c2)NC(=O)NC1c1ccc(O)c(O)c1 (centres undefined) → Jurkat autofluor = 1.02; VLA-4 allo ag = 3.5; LNCaP diff act = 8.0; VLA-4 antagonist = 3.0

# Next section
no.	mol	Jurkat autofluor	VLA-4 allo ag
41	O=C(CCNS(=O)(=O)c1cccs1)NCc1ccco1	0.92	3.0
42	c1ccc(-c2noc(-c3ccc4ccccc4c3)n2)cc1	1.1	-4.0
43	Cc1cccc(-n2nnc(C(=O)NCc3ccc4c(c3)OCO4)c2N)c1	1.34	?
44	COc1ccccc1NC(=O)C(O)C(O)C(=O)Nc1ccccc1OC (centres undefined)	1.03	3.3
45	CC(=O)c1ccc(N2CCN(C(=O)c3cc(C)on3)CC2)cc1	1.06	0.0
46	CCn1cc(C(=O)OCC(=O)OC2CC(C)CCC2C(C)C)c(=O)c2ccc(C)nc21 (centres undefined)	1	-3.0
47	O=C(CCN1CCN(c2ccc(Cl)cc2)CC1)Nc1ccccc1F	0.9	0.0
48	COc1ccc(CNC(=O)c2cc(-c3cccs3)on2)cc1	1.09	-2.0
49	CCC(=O)N1CCc2cc(S(=O)(=O)NCCC(=O)Nc3ccccc3C)ccc21	1.05	8.0
50	Cc1c(C(=O)N2CCCC2)oc2c1-c1[nH]ncc1CC2	1.11	?

no.	LNCaP diff act	VLA-4 antagonist
41	6.0	-1.0
42	11.0	12.0
43	7.0	?
44	12.0	-6.7
45	14.0	0.0
46	9.0	11.5
47	9.0	-6.0
48	12.0	7.0
49	12.0	-1.0
50	6.0	?

# Continuation:
no.	mol	Jurkat autofluor	VLA-4 allo ag
51	O=C(NCCc1ccccc1)C1CCN(S(=O)(=O)c2cccnc2)CC1	1.09	-1.0
52	CCOC(=O)C1=C(C)NC(C)=C(C(=O)OC)C1c1cccc([N+](=O)[O-])c1 (centres undefined)	1.02	5.0
53	Nc1cccc2c1C(=O)N(c1ccccc1)C2=O	1.14	-2.0
54	CCN(CCCNC(=O)CNC(=O)Cn1cnc2ccccc2c1=O)c1ccccc1	0.91	4.0
55	Cc1cc(C)cc(Nc2ncc3c(n2)CC(c2ccco2)CC3=O)c1 (centres undefined)	1.04	-5.5
56	CCOC(=O)c1sc(=S)n(-c2cc(OC)ccc2OC)c1N	0.93	1.0
57	CC(=O)c1c(C)oc2ccc(NS(=O)(=O)c3ccc(O)c(C(=O)O)c3)cc12	1.07	12.0
58	COc1ccc(CN2CCCC(C(=O)N(C)Cc3ccccc3)C2)cc1OC (centres undefined)	1.05	1.0
59	O=C(Nc1ccc(F)cc1Cl)c1ccc2c(=O)n3c(nc2c1)CCCCC3	1.11	?
60	Cc1noc(/C=C/c2ccco2)c1S(=O)(=O)N1CCC(C(=O)N2CCc3ccccc3C2)CC1	1.11	-8.0

no.	LNCaP diff act	VLA-4 antagonist
51	8.0	-6.0
52	3.0	-16.5
53	3.0	-2.5
54	7.0	4.0
55	7.0	-18.5
56	2.0	23.0
57	17.0	-20.0
58	10.0	-11.0
59	8.0	?
60	43.0*	12.0

# In a second layout: 6 of the compounds above
no.	compound	Jurkat autofluor	VLA-4 allo ag	LNCaP diff act	VLA-4 antagonist
60	Cc1noc(/C=C/c2ccco2)c1S(=O)(=O)N1CCC(C(=O)N2CCc3ccccc3C2)CC1	1.11	-8.0	43.0*	12.0
58	COc1ccc(CN2CCCC(C(=O)N(C)Cc3ccccc3)C2)cc1OC (centres undefined)	1.05	1.0	10.0	-11.0
53	Nc1cccc2c1C(=O)N(c1ccccc1)C2=O	1.14	-2.0	3.0	-2.5
56	CCOC(=O)c1sc(=S)n(-c2cc(OC)ccc2OC)c1N	0.93	1.0	2.0	23.0
55	Cc1cc(C)cc(Nc2ncc3c(n2)CC(c2ccco2)CC3=O)c1 (centres undefined)	1.04	-5.5	7.0	-18.5
57	CC(=O)c1c(C)oc2ccc(NS(=O)(=O)c3ccc(O)c(C(=O)O)c3)cc12	1.07	12.0	17.0	-20.0

# Next structures follow.
no.	mol	Jurkat autofluor	VLA-4 allo ag
61	CN(C)S(=O)(=O)c1ccc(C(=O)N2CCCC2c2nc3ccccc3s2)cc1 (centres undefined)	1.06	?
62	CCCC(=O)NC(C)C(c1cccs1)N1CCN(C)CC1 (centres undefined)	1.12	2.0
63	CCN1CCN(Cc2ccc(NC(=O)Nc3ccc(OC)cc3)cc2)CC1	0.95	7.0
64	Cc1nc2cc(C(=O)NCCN3CCOCC3)ccc2n1-c1ccc(F)cc1F	1.1	11.0
65	CC(C)(C)NCc1cc2ccccc2[nH]c1=O	1.04	3.5
66	CCOC(=O)c1cccc(NC(=O)c2cnc3ccccc3n2)c1	1.18	?
67	O=C(NCc1nnc(SCC(=O)N2CCCC2)o1)c1c(F)cccc1Cl	0.99	1.0
68	O=C1CN=C(Nc2cccc(C(F)(F)F)c2)N1C1CCCC1	1.07	10.0
69	COc1cccc(-c2nn(C)c3sc(C(=O)NCc4ccc(C)o4)cc23)c1	1.49	?
70	O=C(CN(Cc1ccco1)C(=O)CNS(=O)(=O)c1ccc(F)cc1)NCCc1ccccc1	1	-4.0

no.	LNCaP diff act	VLA-4 antagonist
61	11.0	?
62	4.0	6.0
63	11.0	0.0
64	8.0	-32.0
65	14.0	-16.5
66	11.0	?
67	9.0	5.0
68	1.0	-45.0
69	3.0	?
70	8.0	-23.0

# Next section.
no.	mol	Jurkat autofluor	VLA-4 allo ag
71	Cc1c(NC(=O)c2ccc(=O)oc2)c(=O)n(-c2ccccc2)n1C	0.98	-2.5
72	O=C(CN1C(=O)CCS(=O)(=O)c2ccccc21)Nc1cccc(F)c1	1.02	2.5
73	COCCNC(=O)Cc1cn(C)c2ccccc12	1.04	-4.0
74	COc1cc2[nH]c(=O)n(CCCCCC(=O)NCCCN3CCC(C)CC3)c(=O)c2cc1OC	0.99	1.0
75	CN(C)/C=N/c1c(C#N)nnn1Cc1ccccc1	0.97	3.0
76	COc1ccc(-n2c(=O)[nH]cc(C(=O)Nc3ccc(NC(C)=O)cc3)c2=O)cc1	1.04	3.7
77	CCCC(c1nnnn1Cc1ccc(OC)cc1)N1CCN(c2ccccc2OC)CC1 (centres undefined)	1.01	3.0
78	COc1ccccc1CN1C(=O)CCC1(C)C(=O)NCc1cccnc1 (centres undefined)	0.99	-2.0
79	O=C(CCn1nc(-c2ccccc2)ccc1=O)NCCCN1CCCCCC1	0.99	3.0
80	CCCCOCCCNC(=O)c1cccs1	1.05	-9.5
81	CC1(C)CC(=O)C(C=Nc2ccc3c(c2)OCO3)=C(O)C1	0.92	6.5

no.	LNCaP diff act	VLA-4 antagonist
71	8.0	1.0
72	11.0	-12.0
73	6.0	9.0
74	2.0	19.0
75	9.0	-4.0
76	13.0	4.3
77	5.0	-23.0
78	8.0	-15.0
79	6.0	-18.0
80	5.0	-12.0
81	3.0	-24.5
